FLuc inh = inhibitors of firefly (Photinus pyralis) luciferase; hit rate 2.5% among 76,000; P08659; Potency, µM (titrated, usually from 115 µM), for the others: top-dose activity change, negative = inhibition, usual class: inhibitors; purified P. pyralis luciferase, luminescence, biochemical; further: potency means the concentration at half of the fitted maximal effect; nearly all actives have a fitted effect of over 65% in size
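Luminescence read by CCD imager after adding enzyme (10nM final) to wells holding compound, titrated in qHTS. Substrates 10uM each D-luciferin and ATP; buffer 50mM Tris acetate pH 7.5, 10mM Mg acetate, Tween-20, BSA.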
3T3 cytotox = NIH 3T3 cell cytotoxicity; NIH 3T3 viability, CellTiter-Glo ATP luminescence, 48-72 h; Potency, µM (series often up to 96.7 µM), for the others: at the top dose activity change, negative = cytotoxicity, hits mostly inhibitors; hit rate 4.3% among 94,000; AID 1345082; further: potency means the concentration at half of the fitted maximal effect; nearly all actives have a fitted effect of over 55% in size
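Cytotoxicity is measured as loss of cellular ATP: NIH 3T3 cells (400/well) are exposed to compound for 48 or 72 hr at 37 °C, then CellTiter-Glo luminescence is imaged after 10 min at room temperature.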
IP6K1 inhibitor = inhibitors of human IP6K1 | AID 1645851 | hit rate 0.81% among 140,000 | activity change, % (series mostly up to about 58 µM) | IP6K1 kinase, ADP-Glo luminescence, 2 h; stronger effect = lower value; in the data active means activity change below about -25%
Target sequence (Q92551 whole entry, looked up): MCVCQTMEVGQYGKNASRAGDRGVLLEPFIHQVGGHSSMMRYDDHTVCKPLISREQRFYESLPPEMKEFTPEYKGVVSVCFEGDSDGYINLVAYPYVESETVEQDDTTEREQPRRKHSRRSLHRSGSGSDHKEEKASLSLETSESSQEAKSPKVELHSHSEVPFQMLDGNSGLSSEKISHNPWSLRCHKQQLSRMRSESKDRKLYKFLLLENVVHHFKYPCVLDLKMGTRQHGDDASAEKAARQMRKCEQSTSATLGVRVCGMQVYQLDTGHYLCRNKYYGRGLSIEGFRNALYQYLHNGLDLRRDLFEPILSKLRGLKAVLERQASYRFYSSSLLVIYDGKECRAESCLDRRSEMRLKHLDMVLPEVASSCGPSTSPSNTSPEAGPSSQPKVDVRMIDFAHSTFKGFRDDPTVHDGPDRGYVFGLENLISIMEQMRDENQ
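ADP-Glo luminescence measures ADP made by human IP6K1 during a 2 h RT reaction with ATP/IP6 (mix at 1.3 mM/130 uM); top library doses 57.5 and 19.1 uM final.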
HEK cytotox = cytotoxic compounds in HEK 293 cells; HEK 293 viability, ATP luminescence (CellTiter-Glo), 48-72 h; Potency, µM (titrated, usually from 115 µM), without a hit: at the top dose activity change, negative = cytotoxicity, hits mostly inhibitors; hit rate 6.6% among 94,000; AID 1345083; further: potency means the concentration at half of the fitted maximal effect; nearly all actives have a fitted effect of over 60% in size
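Read-out: CellTiter-Glo ATP luminescence. Cells: HEK 293, 250 cells/well. Exposure: 48 or 72 hr, 37 degree Celsius.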
SNCA expr inh = SNCA gene expression inhibition. HEK-293 SNCA-luciferase knock-in, luminescence, 24 h. Potency, µM (titrated, usually from 57.2 µM), for inactives: top-dose activity change, negative = inhibition, hits mostly inhibitors. hit rate 0.17% among 140,000. AID 1671194;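 further: potency means the concentration at half of the fitted maximal effect; plate controls were DMSO cells for no effect and cell-free wells for full effect; nearly all actives have a fitted effect of over 45% in size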
SNCA viab count = reduces viability of HEK-293 SNCA reporter cells. HEK-293-SNCA-luc viability, GF-AFC fluorescence, 24 h. AID 1671193. hit rate 0.12% among 150,000. Potency, µM (titrated, usually from 57.1 µM), for the others: at the highest dose activity change, negative = cytotoxicity, usual class: cytotoxic;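 further: potency means the concentration at half of the fitted maximal effect; 0% = DMSO-treated cells and -100% = medium-only wells without cells; nearly all actives have a fitted effect of over 30% in size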
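HEK-293-SNCA-luc cells (1500/well) plated 24 h, then exposed 24 h to a dilution series; GF-AFC added 30 min at 37C, fluorescence 405/540 nm; normalised to medium-only and DMSO wells, Hill fit.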
GPT2 inhibitor = inhibitors of human GPT2 alanine aminotransferase. Recombinant GPT2, coupled pyruvate oxidase/HRP Amplex Red fluorescence. AID 1671188. Potency, µM (top dose mostly 57.7 µM), for the others: top-dose activity change, negative = inhibition, actives largely listed as inhibitors. Q8TD30. hit rate 0.25% among 100,000; further: potency means the concentration at half of the fitted maximal effect; nearly all actives have a fitted effect of over 60% in size; many of its hits are not listed in these tables
Target sequence (Q8TD30 whole entry, looked up): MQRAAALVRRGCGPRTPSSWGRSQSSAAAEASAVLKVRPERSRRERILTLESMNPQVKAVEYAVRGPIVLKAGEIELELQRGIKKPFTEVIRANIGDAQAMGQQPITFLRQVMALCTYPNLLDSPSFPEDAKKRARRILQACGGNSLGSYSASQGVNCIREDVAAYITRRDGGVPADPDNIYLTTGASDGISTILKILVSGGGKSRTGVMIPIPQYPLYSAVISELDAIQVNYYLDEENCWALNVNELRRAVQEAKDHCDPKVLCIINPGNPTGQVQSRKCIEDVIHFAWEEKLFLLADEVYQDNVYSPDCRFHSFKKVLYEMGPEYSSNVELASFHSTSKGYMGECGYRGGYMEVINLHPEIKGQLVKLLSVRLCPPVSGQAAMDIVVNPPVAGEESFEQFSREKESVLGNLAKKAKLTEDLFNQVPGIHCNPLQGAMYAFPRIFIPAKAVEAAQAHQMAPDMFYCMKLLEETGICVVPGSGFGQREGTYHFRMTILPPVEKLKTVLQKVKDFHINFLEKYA
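GPT2 10ng/uL, a-KG 250uM, L-Ala 2mM, HEPES pH7.5 + 0.0001% Tween; 30 min RT. Then Amplex mix (PO/HRP/ThPP), 30 min RT dark, fluorescence. AOA 50uM used as positive control.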
* = called active by the depositor; i = inactive; u = inconclusive; x = not tested or not shown; [ ] = another dose, or the depositor's remark. Unless noted, the call rests on the fitted dose curve; in most records, active means well fitted curve in the direction sought with a large enough effect; inconclusive means small, poorly fitted or top-dose-only effect, or another doubt; inactive means no such curve, though single readings can be large; an effect the other way counts as inactive or inconclusive. Unless noted, on the % scale 0 is the no-effect control and ±100 the full control effect. The list is partial. The share of hits here may be higher or lower than overall.

Labels used below: A = FLuc inh; B = 3T3 cytotox; C = IP6K1 inhibitor; D = HEK cytotox; E = SNCA expr inh; F = SNCA viab count; G = GPT2 inhibitor
molecule: COc1ccc(CC(=O)N[C@H]2[C@H](O)[C@H](O)C[C@@H]2c2ccc(OC)cc2)cc1
  A: -1%[172 µM]	B: 3%[138 µM]	C: 18	D: -3%[172 µM]	E: 10%[87.6 µM]	F: -1%[87.6 µM]	G: -8%[88.5 µM]
molecule: COc1cccc(CN2CC3(C2)NC(=O)c2ccccc2O3)c1
  A: -6%[172 µM]	B: u	C: 6	D: u	E: -13%[87.6 µM]	F: 3%[87.6 µM]	G: u
molecule: Cc1nc(-c2c3n(c(=O)n(CC(=O)Nc4ccc(Cl)cc4)c2=O)CCCC3)no1
  A: 1%	B: u	C: 10	D: 14%	E: 8%	F: 7%	G: i
molecule: Cc1ccc(-n2c(=O)c3c(c4cc(C)ccc4n3C)n(CC(=O)NCc3ccccc3Cl)c2=O)cc1
  A: x	B: x	C: -11	D: x	E: 27%	F: -7%	G: x
molecule: O=C(Nc1nccs1)[C@@H]1C[C@@H](c2ccc(F)cc2)N(CCOc2ccccc2)C1
  A: 9%[172 µM]	B: u	C: -1	D: u	E: u	F: u	G: u
molecule: CCNC(=O)c1ccc2c(c1)N(C(=O)c1ccc(F)cc1)CC2
  A: -8%	B: -9%	C: 7	D: -6%	E: 6%	F: 13%	G: -29%
molecule: COCCNc1ncc(-c2ccncc2)c2c1OCC2
  A: -17%[230 µM]	B: u	C: -2	D: -26%[230 µM]	E: 19%[87.6 µM]	F: 10%[87.6 µM]	G: i
molecule: CCS(=O)(=O)NC1CCc2nnc(C3CC3)n2CC1 (stereo not given)
  A: -8%	B: 2%	C: -3	D: 1%	E: -33%	F: -4%	G: i
molecule: CN1C[C@@H](NC(=O)Nc2ccc(C(F)(F)F)cc2)C[C@H]1c1nc(-c2ccc(Cl)cc2)no1
  A: -16%	B: 8.9µM*	C: -2	D: 20µM*	E: u	F: -26%	G: 0%
molecule: O=C(C[C@@H]1CCNC[C@@H]1Cc1cc(COc2ccccc2)on1)N1CCN(c2ccc(F)cc2)CC1
  A: -3%	B: 25µM*	C: 8	D: 22µM*	E: u	F: u	G: -9%
molecule: Cc1ccc(NC(=O)CCNS(=O)(=O)c2cccs2)cc1F
  A: x	B: x	C: -8	D: x	E: 63%[activator]	F: 8%	G: x
molecule: CCCCCNc1ncnc2c1CN(C1CCNCC1)C(=O)CN2C
  A: x	B: -1%	C: -3	D: -8%	E: -11%	F: -9%	G: -4%
molecule: CCCCCn1c(-c2ccc(OC)c(OC)c2)nc2ccccc21
  A: x	B: x	C: 25	D: x	E: 9%	F: -15%	G: x
molecule: CC(C)CNC(=O)c1cc(-c2cccc(C(F)(F)F)c2)nc2c1cnn2C
  A: x	B: -9%	C: 19	D: -6%	E: -9%	F: 6%	G: u
molecule: CCOC(=O)c1[nH]c2ccccc2c1NC(=O)c1ccc(OC)c(OC)c1
  A: x	B: x	C: -9	D: x	E: 38%[activator]	F: -18%	G: x
molecule: COc1ccc(S(=O)(=O)NC[C@@H]2C=C(C)[C@H](CC(=O)N(C)Cc3cccnc3)C[C@H]2C(C)C)cc1
  A: -5%	B: 10µM*	C: 5	D: u	E: -1%	F: -28%	G: -11%
molecule: Cc1cc(C)n(C2CCN(C(=O)CCc3cc4n(n3)CCNC4)C2)n1 (stereo not given)
  A: 10%	B: -3%	C: -15	D: -4%	E: -30%	F: 4%	G: i
molecule: Clc1ccccc1C1(c2ccnc(NCc3ccccc3)n2)CCNCC1
  A: 0%	B: 25µM*	C: -23	D: u	E: u	F: u	G: -17%
molecule: CC(C)(Oc1nn(CC2CC2)c2ccc(CN3CCCC3)cc12)C(=O)Nc1cccnc1
  A: -4%[172 µM]	B: u	C: -4	D: u	E: 8%[87.6 µM]	F: -10%[87.6 µM]	G: -7%[88.5 µM]
molecule: CCC(C)CC(=O)OC1C(=O)C(CO)=CC(O)C1C(C)C (stereo not given)
  A: x	B: x	C: -8	D: x	E: x	F: 19µM*	G: i

Rewritten tab-delimited: part of the list above.
Molecule	FLuc inh	3T3 cytotox	IP6K1 inhibitor	HEK cytotox	SNCA expr inh	SNCA viab count	GPT2 inhibitor
CCOC(=O)c1[nH]c2ccccc2c1NC(=O)c1ccc(OC)c(OC)c1	x	x	-9	x	38%[activator]	-18%	x
COc1ccc(S(=O)(=O)NC[C@@H]2C=C(C)[C@H](CC(=O)N(C)Cc3cccnc3)C[C@H]2C(C)C)cc1	-5%	10µM*	5	u	-1%	-28%	-11%
Cc1cc(C)n(C2CCN(C(=O)CCc3cc4n(n3)CCNC4)C2)n1 (stereo not given)	10%	-3%	-15	-4%	-30%	4%	i
Clc1ccccc1C1(c2ccnc(NCc3ccccc3)n2)CCNCC1	0%	25µM*	-23	u	u	u	-17%

(next part)
Labels used below: A = FLuc inh; B = 3T3 cytotox; C = IP6K1 inhibitor; D = HEK cytotox; E = SNCA expr inh; F = SNCA viab count; G = GPT2 inhibitor
molecule: O=C(CCC[C@@H]1[C@H]2CCCN3CCC[C@@H](CN1Cc1cccnc1)[C@@H]23)N1CCN(C2CCCC2)CC1
  A: 3%	B: 5%	C: -6	D: 10%	E: u	F: -9%	G: -2%
molecule: CCOC(=O)c1c(C)c(-c2ccccc2)n(CC(=O)Nc2ccc(OCC)cc2)c1C
  A: x	B: x	C: 9	D: x	E: -7%	F: 15%	G: x
molecule: O=C(NCC1CC1)c1cn2cc(-c3cccc(C(F)(F)F)c3)sc2n1
  A: x	B: -28%	C: 0	D: u	E: -3%	F: u	G: -2%
molecule: COc1ccccc1Cn1c(=O)c(C(=O)N2CCN(C(=O)c3ccccc3C)CC2)nc2cccnc21
  A: x	B: -16%	C: -9	D: 0%	E: -24%	F: 6%	G: i
molecule: O=C1CCSc2ccc(S(=O)(=O)N[C@H]3C[C@@H]4OCC[C@H]34)cc2N1
  A: 9%	B: -18%	C: 23	D: -17%	E: -17%	F: 6%	G: -2%
molecule: CCCNC(=O)c1cnn2c(C)c(Cc3c(C)cc(C)cc3C)c(C)nc12
  A: x	B: x	C: -3	D: x	E: -4%	F: -9%	G: x
molecule: COc1ccccc1C(=O)N1CCc2nc(C)nc(-c3ccc(Cl)cc3)c2C1
  A: 3%	B: u	C: -1	D: u	E: 0%	F: -22%	G: i
molecule: CN1[C@H]2CC[C@@H]1CN(C(=O)c1cc(-c3ccc(O)cc3)n[nH]1)CC2
  A: 2%	B: -17%	C: 11	D: -6%	E: -16%	F: 11%	G: 1%
molecule: COCCNC(=O)c1cn2cc(-c3cccc(OC)c3)sc2n1
  A: x	B: u	C: 5	D: u	E: 133%[activator][87.6 µM]	F: 7%[87.6 µM]	G: -2%[88.5 µM]
molecule: C[C@]1(O)CCN(C(=O)c2cccc(Cn3cccn3)c2)C[C@@H]1O
  A: -11%	B: 3%	C: 6	D: i	E: 3%	F: 7%	G: i

Record cards (already shown). Order of values: FLuc inh | 3T3 cytotox | IP6K1 inhibitor | HEK cytotox | SNCA expr inh | SNCA viab count | GPT2 inhibitor
COCCNC(=O)c1cn2cc(-c3cccc(OC)c3)sc2n1 across the screens: x | u | 5 | u | 133%[activator][87.6 µM] | 7%[87.6 µM] | -2%[88.5 µM]
CN1[C@H]2CC[C@@H]1CN(C(=O)c1cc(-c3ccc(O)cc3)n[nH]1)CC2 across the screens: 2% | -17% | 11 | -6% | -16% | 11% | 1%

Later entries
Order of results: FLuc inh, 3T3 cytotox, IP6K1 inhibitor, HEK cytotox, SNCA expr inh, SNCA viab count, GPT2 inhibitor
- O=C1CC2CCN(C(=O)c3ccc(C(F)(F)F)cc3)CC2CCN1 (stereo not given)
  x, -28%, -8, i, -18%, -1%, -8%
- O=C(N[C@@H]1CN(Cc2cn[nH]c2-c2ccccc2)C[C@H]1CO)C1CC1
  -7%, -1%, -4, 0%, 27%, -2%, 2%
- COc1ccc(CCNc2ncnc3c2CN(c2ccc(C)cc2)C(=O)CN3C)cc1
  4%, u, -4, u, -8%, 3%, 1%
- c1ccc(OCCC2CCNC2)cc1 (stereo not given)
  0%, -22%, 13, i, 56%[activator], 13%, i
- O=C(Nc1cccc(C(F)(F)F)c1)N1CCC(n2cnnc2C2CC2)C1 (stereo not given)
  -14%, -11%, -1, -7%, u, -1%, i
- CCn1ccc(C(=O)N2CCC3(CC2)CN(C2CCC2)CC3COC)n1 (stereo not given)
  x, -26%, 17, -13%, -9%, 0%, i
- CN1Cc2ccc(NCc3ccccc3)nc2C(C)(C(=O)NCCOc2ccccc2)C1 (stereo not given)
  63µM*, u, 2, u, 43%[activator][87.6 µM], u, -26%[88.5 µM]
- COc1cc(SC)ccc1C(=O)N[C@@H]1C=C(C(=O)N[C@@H](Cc2cccs2)C(N)=O)C[C@@H](O)[C@@H]1O
  -8%, i, 7, i, -5%, -3%, i
- COCC(=O)N[C@H]1C[C@@H](CO)N(Cc2cc(F)c(F)c(F)c2)C1
  -2%, -2%, 0, 3%, -14%, 7%, 4%
- Cc1ccccc1NC(=O)CSCn1nnc2c(=O)[nH]c(Cc3ccc(F)cc3)nc21
  x, x, -3, x, 2%, -2%, x
- Cc1c(C)n(Cc2ccccc2)c2ccc(C(=O)NCCc3ccccc3Cl)cc12
  x, x, 2, x, 10%, -5%, x
- O=C(Nc1cccc(C(=O)OCc2cc(=O)n3nc(C4CC4)sc3n2)c1)c1cccc(F)c1
  x, x, 17, x, 41%[activator], 4%, x
- O[C@@H]1CCN(Cc2nc(C3(O)CCN(Cc4ccccc4)CC3)cs2)C1
  4%[172 µM], -3%[174 µM], -1, -3%[172 µM], 10%[87.6 µM], -6%[87.6 µM], 2%[88.5 µM]
- O=C1CN(C(=O)c2ccc(Cl)cc2)CC(O)CN1Cc1ccc(Cl)cc1 (stereo not given)
  x, -40%, 33, u, x, x, x
- COc1cc(OC)c(C(=O)N2CC[C@H](CO)[C@@H](O)C2)cc1OC
  0%, -8%, 25, -18%, 1%, -12%, 3%
- CCN(C(=O)c1cc2c(s1)-c1ccccc1OC2)c1cc(Cl)ccc1OC
  x, x, -3, x, -26%, 13%, x
- COc1cccc(-c2nc(C(N)=O)c3c(n2)n(-c2ccc4c(c2)OCO4)c(=O)n3C)c1OC
  x, x, 21, x, -3%, -27%, x
- CCCOc1ccc(C(=O)Nc2ccc(-c3cc4ccccc4oc3=O)c(C)c2)cc1
  x, x, -6, x, 8%, 2%, x
- O=c1onc2n1-c1cc(Br)ccc1OC2
  x, x, x, x, u, -9%, 0%
- O=C(NCc1cccc(C(F)(F)F)c1)c1nc2sccn2c1-c1ccc(F)cc1
  x, u, 38, u, -3%[87.6 µM], -7%[87.6 µM], -12%[88.5 µM]
- Cc1ccc(CSCC(=O)N2CCN(c3cc(Cl)ccc3C)CC2)cc1
  x, x, -3, x, -21%, 5%, x
- CC(C)c1ccc(NC(=O)c2ccc3oc(=O)c(S(=O)(=O)c4ccc(F)cc4)cc3c2)cc1
  x, x, -7, x, 2%, 15%, x

Screens from PubChem BioAssay.
